MEKK3 PB1 HTS: modulators of MEKK3-MEK5 PB1 binding, primary screen, biochemical, wildtype MEKK3, multiplex bead flow cytometry, Alexa488-MEK5; Mitogen-activated protein kinase kinase kinase 3 (Homo sapiens), Q99759; bead-based flow cytometry, Alexa488-MEK5 binding to MEKK3; actives lie on both sides; 0 = blocked by unlabeled MEK5, 100 = vehicle; binding response (% of control), % at 10 µM; 1.4% of 290,000 active; AID 1529, 2009;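 active means binding response more than 3 SD above or below the average of its plate-row segment, actives on both sides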;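 further: Alexa488 bead fluorescence after subtracting the streptavidin-only scavenger bead signal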
MEKK2 mut-MEK5: MEK5 binding signal on mutant MEKK2 PB1, primary screen, biochemical, multiplex bead flow cytometry, Alexa488-MEK5. 0.35% of 290,000 active. Alexa488-MEK5 binding to MEKK2 mutant. percent response, % at 10 µM; in the data active means percent response above about 24%, passing the limit was not always enough; further: inactives centre near 1; some results filed as inactive read as strong as hits; reference of the scale not given here
OXTR ag: human OXTR agonists, primary screen, fluorescence, CHO-OTR cells, Fluo-8 calcium. 0.32% of 320,000 active. activation, % at 3 µM. Fluo-8 calcium fluorescence; normalized: DMSO 0%, oxytocin 100%. Oxytocin receptor (Homo sapiens), P30559;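 active means activation above the mean of all tested compounds plus 3 SD, cutoff set per screening run, cut at about 20% in these data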;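 further: peak over basal fluorescence ratio from a 100 s FLIPR kinetic read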
GalR3 antag: GalR3 antagonists in HEK293 cells, primary screen, cell-based, fluorescence readout | Galanin receptor type 3 (Homo sapiens), O60755 | HEK293 GalR3-CNG cAMP membrane potential fluorescence; galR3 body fused to GalR1 C-terminus | inhibition, % at 3 µM | 0.44% of 360,000 active | AID 651719, 2012;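 active means inhibition above the screen-wide average plus 3 SD, cut at about 13% in these data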;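 further: forskolin and galanin both at EC90 stimulate the cells; cAMP rise reported by CNG channel membrane potential dye signal; 0% = forskolin plus galanin with DMSO and 100% = forskolin alone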
MEKK2wt PB1 HTS: modulators of MEK5 binding to wildtype MEKK2, primary screen, biochemical, multiplex bead flow cytometry, Alexa488-MEK5. Mitogen-activated protein kinase kinase kinase 2 (Homo sapiens), Q9Y2U5. Alexa488-MEK5 binding to MEKK2 WT; actives lie on both sides. binding response (% of control), % at 10 µM. 1.1% of 290,000 active; in the data active means binding response below about 67% or above about 130%
GPR7 antag: GPR7 receptor antagonists, primary screen, cell-based, fluorescence, single concentration; inhibition, % at 4.4 µM; GPR7-expressing cells, fluorescence antagonist assay; 1.1% of 290,000 active; Neuropeptides B/W receptor type 1 (Homo sapiens), P48145; in the data active means inhibition above about 16%, passing the limit was not always enough;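 further: cells stimulated with the agonist NPW; 0% = agonist with vehicle and 100% = vehicle without agonist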
PHOSPHO1 block: PubChem AID 1565 | Phosphoethanolamine/phosphocholine phosphatase (Homo sapiens), Q8TCT1 | recombinant PHOSPHO1, absorbance phosphatase assay | inhibition, % at 13.3 µM | 1.1% of 290,000 active; in the data active means inhibition above about 60%
Target sequence (Q8TCT1 whole entry, looked up): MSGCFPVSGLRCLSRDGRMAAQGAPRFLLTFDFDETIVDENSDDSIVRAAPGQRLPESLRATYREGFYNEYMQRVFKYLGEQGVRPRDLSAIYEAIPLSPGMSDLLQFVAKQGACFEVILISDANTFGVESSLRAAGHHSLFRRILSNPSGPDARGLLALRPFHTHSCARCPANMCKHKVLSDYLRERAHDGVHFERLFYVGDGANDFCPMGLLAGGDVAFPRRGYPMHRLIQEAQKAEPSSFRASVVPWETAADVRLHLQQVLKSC
V1aR counter: agonists of human V1a receptor, primary screen, counter-screen for OXTR agonist project, fluorescence, CHO-V1R cells; activation, % at 3 µM; AID 2797, 2010; Fluo-8 calcium fluorescence, agonist mode; 0% DMSO, 100% 3 nM vasopressin; 0.25% of 320,000 active;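 active means activation above the mean activation of all tested compounds plus 3 SD, per screening run, cut at about 20% in these data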;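 further: signal is peak over basal fluorescence ratio across a 100 second FLIPR read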
Target sequence (P37288 whole entry, looked up): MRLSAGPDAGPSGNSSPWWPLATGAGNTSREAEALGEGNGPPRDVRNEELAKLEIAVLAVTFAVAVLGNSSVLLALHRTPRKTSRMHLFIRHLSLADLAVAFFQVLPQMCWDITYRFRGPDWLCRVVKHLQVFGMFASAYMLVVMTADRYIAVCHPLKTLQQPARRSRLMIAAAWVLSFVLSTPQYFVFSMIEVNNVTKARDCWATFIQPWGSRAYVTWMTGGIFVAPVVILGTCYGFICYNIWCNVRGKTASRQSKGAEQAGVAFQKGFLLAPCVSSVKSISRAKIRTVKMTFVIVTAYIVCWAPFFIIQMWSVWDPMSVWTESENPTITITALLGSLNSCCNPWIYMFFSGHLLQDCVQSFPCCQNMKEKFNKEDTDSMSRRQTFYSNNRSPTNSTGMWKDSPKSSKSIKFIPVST
NALP1 inh: NALP1 inflammasome inhibitors in reconstituted yeast, colorimetric, S. cerevisiae, triplicate retest; S. cerevisiae NALP1/ASC/caspase-1 growth, X-gal OD620, 72 h; inhibition, % at 10 µM; 0.61% of 280,000 active; in the data active means inhibition mostly above about 24%, no sharp cut-off; inactive means mostly below about 32%; further: some compounds called inactive have numbers as strong as hits
An asterisk follows results filed as active; / = not tested or not shown. This is a random part of the collection; overall some 5.4% were active at least once.

molecule,MEKK2wt PB1 HTS,V1aR counter,NALP1 inh,OXTR ag,GPR7 antag,MEKK3 PB1 HTS,PHOSPHO1 block,GalR3 antag,MEKK2 mut-MEK5
O=C(CCC(=O)OCc1cccc(C(=O)Oc2ccccc2)c1)Nc1cccc2ccccc12,101,0.0,33,-0.6,-7,106,-6,-4,-3
COc1ccc2[nH]c3nc(SCC(=O)Nc4ccc5c(c4)OCO5)nnc3c2c1,103,-0.3,-21,-0.7,0,106,1,-6,8
O=C(NN1C(=O)/C(=C/C=C/c2ccccc2)SC1=S)c1ccncc1,87,5.0,20,5.5,-16,103,1,-4,-4
O=C(COC(=O)c1cccc(S(=O)(=O)N2CCc3ccccc32)c1)Nc1ccc(Cl)cn1,99,2.0,19,2.0,-11,92,7,-2,1
CCCN1CCN(S(=O)(=O)c2ccc3c(c2)NC(=O)C(C)C(=O)N3)CC1 (configuration not stated),102,-0.3,13,-0.1,-7,101,23,/,-1
O=S(=O)(c1ccccc1)N1CCN(C2CCCCCCC2)CC1,107,-0.6,16,-0.1,-9,103,0,0,2
O=C(C(Cc1ccccc1)NS(=O)(=O)c1cccc2cccnc12)N1CCc2ccccc21 (configuration not stated),99,-1.1,5,-0.6,-9,101,11,2,1
CC(=O)NC(Cc1ccc(F)cc1)C(=O)NC1CCN(c2ncccc2[N+](=O)[O-])CC1 (configuration not stated),106,0.0,-3,0.1,-3,110,23,-3,6
CCOC(=O)Cn1c(=O)oc2cc(S(=O)(=O)NC3CCCc4ccccc43)ccc21 (configuration not stated),109,8.1,7,6.7,28*,108,-12,-4,4
Cc1ccc(N(C(=O)Cc2c[nH]c3ccccc23)C(C(=O)NC2CCCCC2)c2ccco2)cc1 (configuration not stated),85,0.7,26,-1.9,-17,100,22,-6,-2
CC(=O)NC(Cc1ccccc1F)C(=O)NC1CCN(S(=O)(=O)c2ccccc2)CC1 (configuration not stated),98,/,5,/,-2,95,18,-9,-8
CCOc1ccc(Nc2nc(N(C)c3ccccc3)nc(N)c2[N+](=O)[O-])cc1,100,0.4,17,1.1,-17,103,15,0,6
COc1ccc(CNc2cc(C)ccc2C)c(OC)c1OC,100,-0.6,28,-2.0,-4,103,7,-6,2
COc1ccc(OC)c(S(=O)(=O)NCCC(C)C)c1,102,0.5,24,-0.7,-6,100,-23,-5,-1
CN1CC(=O)N(C)c2nc(Br)n(C)c2C1=O,90,-0.1,5,0.4,-14,86,26,4,-6
Cc1ccc(/C=C/C(=O)N2CCN(S(=O)(=O)c3cccs3)CC2)o1,99,1.2,/,0.1,2,99,14,-5,2
Cc1ccc(-c2c(C(=O)N/N=C/c3sccc3C)nnn2-c2nonc2N)cc1,102,2.4,0,1.7,-1,102,22,-8,2
O=C(N/N=C/c1ccc(O)cc1)c1[nH]c2ccc(Br)cc2c1-c1ccccc1,85,-0.7,18,1.7,5,97,3,2,-2
Cn1ccs/c1=N\C(=O)Nc1ccccc1,103,-0.4,7,0.8,-10,103,14,-2,6
NC(=S)NN=C1c2cc(S(=O)(=O)N3CCOCC3)ccc2-c2ccc(S(=O)(=O)N3CCOCC3)cc21,101,-0.1,21,0.0,-8,97,-12,-2,14

Some entries already given with just PHOSPHO1 block, MEKK2 mut-MEK5 and MEKK3 PB1 HTS:
SMILES | PHOSPHO1 block | MEKK2 mut-MEK5 | MEKK3 PB1 HTS
O=C(CCC(=O)OCc1cccc(C(=O)Oc2ccccc2)c1)Nc1cccc2ccccc12 | -6 | -3 | 106
COc1ccc2[nH]c3nc(SCC(=O)Nc4ccc5c(c4)OCO5)nnc3c2c1 | 1 | 8 | 106

Back to the main list; the four compounds before the break are reprinted first.
molecule,MEKK2wt PB1 HTS,V1aR counter,NALP1 inh,OXTR ag,GPR7 antag,MEKK3 PB1 HTS,PHOSPHO1 block,GalR3 antag,MEKK2 mut-MEK5
Cc1ccc(-c2c(C(=O)N/N=C/c3sccc3C)nnn2-c2nonc2N)cc1,102,2.4,0,1.7,-1,102,22,-8,2
O=C(N/N=C/c1ccc(O)cc1)c1[nH]c2ccc(Br)cc2c1-c1ccccc1,85,-0.7,18,1.7,5,97,3,2,-2
Cn1ccs/c1=N\C(=O)Nc1ccccc1,103,-0.4,7,0.8,-10,103,14,-2,6
NC(=S)NN=C1c2cc(S(=O)(=O)N3CCOCC3)ccc2-c2ccc(S(=O)(=O)N3CCOCC3)cc21,101,-0.1,21,0.0,-8,97,-12,-2,14
CCOc1ccccc1CNC(=O)c1ccc(NC(=O)C2=CSCCO2)cc1,103,2.9,10,2.2,0,105,26,-9,3
CCOC(=O)N1CCC(NC(=O)c2ccc3c(Cl)c4c(nc3c2)CCCC4)CC1,67,-1.5,24,-2.7,0,60,6,/,15
COC(=O)C(Cc1cccc(C)n1)(c1ccccc1)c1ccccc1,99,/,19,/,-13,100,11,-11,2
CNc1nc(-c2ccc(OC)cc2)c(-c2ccc(OC)cc2)s1,103,-0.1,-5,-0.7,-13,103,-23,-3,0
CC(C)OCCCn1c(=N)c(C(N)=S)cc2c(=O)n3ccccc3nc21,82,-0.5,0,-0.8,3,88,39,-5,-1
COC(=O)c1ccc(C2=NOC(C)(c3nnc(-c4cccc(Cl)c4)o3)C2)cc1 (configuration not stated),101,0.9,/,-1.1,/,99,/,-4,2
Cc1ccc(-c2nc(CS(=O)(=O)CC(=O)N3CC(C)CC(C)C3)c(C)o2)cc1 (configuration not stated),110,6.9,18,3.5,-2,110,-34,/,6

GPR7 antag: entries above that show a hit
| compound | MEKK2wt PB1 HTS | NALP1 inh | GPR7 antag | MEKK3 PB1 HTS | PHOSPHO1 block | GalR3 antag | MEKK2 mut-MEK5 |
| --- | --- | --- | --- | --- | --- | --- | --- |
| CCOC(=O)Cn1c(=O)oc2cc(S(=O)(=O)NC3CCCc4ccccc43)ccc21 (configuration not stated) | 109 | 7 | 28* | 108 | -12 | -4 | 4 |
